From PubChem BioAssay
EP2 mod = EP2 receptor modulators, cAMP readout, primary screen, cell-based, HTRF cAMP, PGE2 stimulation; 260,000 tested, 0.83% active; Prostaglandin E2 receptor EP2 subtype (Homo sapiens), P43116; induction, % at 25 µM; EP2-expressing cells, cAMP HTRF FRET, PGE2 co-stimulation; AID 940, 2007;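 active = compounds whose cAMP rise, as percent of the full-agonist control response, exceeds 60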;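 also: rat C6 glioma line stably carrying human EP2 under a CMV promoter; the protocol text gives 20 µM as final concentration; 100% = response of wells given 1 µM PGE2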
Target sequence (P43116 whole entry, looked up): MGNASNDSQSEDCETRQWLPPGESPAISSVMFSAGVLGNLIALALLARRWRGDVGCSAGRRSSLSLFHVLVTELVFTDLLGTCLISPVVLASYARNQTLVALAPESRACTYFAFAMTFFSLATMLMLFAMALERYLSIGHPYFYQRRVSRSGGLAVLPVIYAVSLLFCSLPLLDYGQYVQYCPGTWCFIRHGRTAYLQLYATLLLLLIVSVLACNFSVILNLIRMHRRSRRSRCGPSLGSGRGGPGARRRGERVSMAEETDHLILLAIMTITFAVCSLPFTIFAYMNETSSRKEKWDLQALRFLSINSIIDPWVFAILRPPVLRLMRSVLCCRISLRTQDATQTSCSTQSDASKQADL
Tb hexokinase = Trypanosoma brucei hexokinase 1 inhibitors, primary screen, biochemical, G6PDH-coupled NADH absorbance, MLSCN library; recombinant TbHK1, G6PDH-coupled NADH A340; inhibition, % at 10 µM; 220,000 tested, 0.11% active; AID 1430, 2008;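 active = inhibition of 50% or more in the single-dose primary screen; inactive = inhibition below 50%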
Hck Nef HTS = inhibitors of Nef-activated human Hck kinase, primary screen, biochemical, Z-Lyte FRET, 384-well, Hck-YEEI; Tyrosine-protein kinase HCK (Homo sapiens), P08631; Recombinant Hck-YEEI plus Nef, Z-Lyte FRET kinase assay; inhibition, % at 20 µM; 220,000 tested, 0.68% active; AID 463187, 2010;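 active = Hck-Nef kinase inhibition above about 50%, limit read from the data; inactive = inhibition below that limit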;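 also: 0% = DMSO with Hck plus Nef and 100% = Hck alone without Nef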
14-3-3 Bad PPI = inhibitors of 14-3-3 zeta/Bad binding, primary screen, biochemical, TR-FRET, bovine 14-3-3 zeta | AID 781, 2007 | TR-FRET 14-3-3zeta/Dy647-pBad peptide displacement, 1 h | 220,000 tested, 0.71% active | inhibition, % at 21.7 µM;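 active = inhibition above about 70%, limit read from the data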;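 also: 0% = full 14-3-3 plus peptide FRET controls and 100% = background without 14-3-3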
Target sequence (P63103 whole entry, looked up): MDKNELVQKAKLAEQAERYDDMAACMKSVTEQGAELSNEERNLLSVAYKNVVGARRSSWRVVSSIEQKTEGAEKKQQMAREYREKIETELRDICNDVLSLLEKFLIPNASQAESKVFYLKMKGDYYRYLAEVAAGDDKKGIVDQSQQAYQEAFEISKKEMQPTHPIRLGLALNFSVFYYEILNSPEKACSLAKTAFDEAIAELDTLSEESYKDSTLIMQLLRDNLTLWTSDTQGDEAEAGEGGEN
EP2 antag = human EP2 receptor antagonists, primary screen, TR-FRET cAMP, C6 glioma cells | Prostaglandin E2 receptor EP2 subtype (Homo sapiens), P43116 | C6 glioma cells expressing human EP2; cells stimulated with saturating PGE2 | inhibition, % at 25 µM | 260,000 tested, 0.52% active | AID 1422, 2008;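 active = percent inhibition above 40 after rounding to a whole number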;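 also: rat C6 glioma host cells with rolipram phosphodiesterase inhibitor present; the protocol text gives 20 µM as final concentration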
Rad51 HR inh = human RAD51 strand exchange inhibitors, primary screen, biochemical, fluorescence; DNA repair protein RAD51 homolog 1 (Homo sapiens), Q06609; hRad51 DNA strand exchange, fluorescence dequenching; inhibition, % at 10 µM; 200,000 tested, 0.085% active;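 active = inhibition above 40% at the single screening dose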;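 also: 0% = DMSO control wells and 100% = blanks with heterologous ssDNA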
Target sequence (Q06609 whole entry, looked up): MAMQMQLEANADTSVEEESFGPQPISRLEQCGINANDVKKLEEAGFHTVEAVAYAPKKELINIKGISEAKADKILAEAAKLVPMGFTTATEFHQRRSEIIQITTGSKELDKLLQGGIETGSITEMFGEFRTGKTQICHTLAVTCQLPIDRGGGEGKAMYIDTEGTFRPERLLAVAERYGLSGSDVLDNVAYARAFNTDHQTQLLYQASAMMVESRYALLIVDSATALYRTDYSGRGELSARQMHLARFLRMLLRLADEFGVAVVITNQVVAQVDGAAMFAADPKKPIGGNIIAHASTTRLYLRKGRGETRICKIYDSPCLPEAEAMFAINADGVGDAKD
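System: human Rad51 nucleoprotein filaments preassembled on unlabelled ssDNA. Reagent: labelled 47-mer dsDNA for strand exchange. Schedule: 30-min compound preincubation and 15-min exchange, both room temperature. Measured by: FRET fluorescence dequenching, excitation 485 nm, emission 520 nm. Read-out: Fluorescence-based percent inhibition, control- and blank-normalised. Benchmarks: plate controls and plate blanks.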
eIF4E 4G PPI = eIF4E–eIF4G protein interaction inhibitors, primary screen, biochemical, uHTS, TR-FRET, eIF4GI fragment. TR-FRET eIF4E-eIF4GI(517-606) binding, 2 h. inhibition, % at 21.7 µM. 220,000 tested, 0.37% active. AID 782, 2007;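 active = inhibition above about 30%, limit read from the data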;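 also: 0% = full FRET control wells and 100% = background wells lacking eIF4GI fragment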
zVAD death inh = inhibitors of zVAD-triggered necroptosis, primary screen, L929 cells; L929 zVAD necroptosis rescue, ATP luminescence, 24 h; with zVAD 60 µM; AID 1377, 2008; 220,000 tested, 0.38% active; viability rescue, % at 10 µM;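 active = activation, scaled between plate controls, above about 75%, limit read from the data; inactive = activation under that limit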;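 also: 0% = zVAD with DMSO and 100% = DMSO alone without zVAD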
Calpain2 inh = inhibitors of pig calpain II, primary screen, biochemical, fluorogenic peptide substrate, 1536-well. purified calpain II, 30 min. inhibition, % at 16 µM. 220,000 tested, 0.37% active. AID 1236, 2008;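 active = inhibition above about 50%, limit read from the data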
* marks the source's active call; other numbers are inactive results; i = inactive; nt = no result given; & = joins results of further samples; ! = not confirmed by another sample; [ ] = remark or other dose. Not all compounds are listed; count on the stated rates, not on these rows.

Structure,Hck Nef HTS,EP2 antag,EP2 mod,Tb hexokinase,Calpain2 inh,14-3-3 Bad PPI,zVAD death inh,eIF4E 4G PPI,Rad51 HR inh
Cc1ccc(-c2cc(C(=O)N3CCc4ccccc4C3)no2)cc1,2,10&4,-128&-48,-1,14,-3,-1.0,3,21
O=C(/C=C/Nc1ccccc1O)c1ccco1,8,3,51,-38,3,1,3.9,3,-1
O=C(NCCSCc1ccccc1)c1ccccc1,0,2,-6,-1,23,7,0.1,3,-3
NNC(=O)/C(=C\c1ccc(Br)cc1)NC(=O)c1cccs1,24,1,-4,0,27,-5,0.5,2,-3
COc1ccc(N(C(=O)c2ccco2)C(C(=O)NC2CCCCC2)c2ccccc2)cc1 (stereo not given),7,11&5,62*!,3,-8,2,2.3,-2,-18
Cc1ccc2cccc(OCc3nnc(SCC(=O)O)n3C)c2n1,-8,4,6,2,-41,1,1.2,-1,18
CNS(=O)(=O)c1cccc(C(=O)OCC(=O)Nc2ccc(Cl)cn2)c1,32,5,-23,-8,7,1,0.1,0,4
Cc1ccc(-c2cc(C(F)(F)F)n3ncc(C(=O)O)c3n2)cc1,1,5,15,-15,-29,-6,0.0,2,9
Cn1c(=N)n(CC(O)c2cccs2)c2ccccc21 (stereo not given),21,9,0,7,-3,6,-1.5,-2,-6
C[C@@H]1CC=C[C@H]2[C@H]1C(=O)N(Cc1ccccc1)[C@H]2c1cccc([N+](=O)[O-])c1,28,4,57,-7,35,3,0.6,0,-4
O=C1NC(NS(=O)(=O)c2ccc(Cl)cc2)(C(F)(F)F)C(=O)N1c1ccccc1 (stereo not given),0,7,26,30,0,-19,0.1,17,-1
CC1(C)CC(=O)C(C=NCCN2CCN(C(=O)CC3CCCC3)CC2)=C(O)C1,2,15,20,4,14,-8,0.9,0[fluorescence artefact?],-9
O=C(NCc1ccco1)C1CCN(c2ccc(N3CCOCC3)nn2)CC1,19,9,4,1,-331,7[fluorescence artefact?],-0.1,3,4
COc1ccc(CCNc2oc(-c3ccc(C)cc3)nc2C#N)cc1OC,0,7,-8,-11,-82,11,2.2,-1,2
CN(CC(=O)NCc1cccs1)S(=O)(=O)c1cccc2cccnc12,1,17,-6,-2,10,6,0.6,3,2
N#Cc1ccccc1NC(=O)Nc1cccc(Cl)c1,-1,4,6,-10,-87,9,0.2,2,-8
COc1ccc(CNCCc2ccccc2)cc1OCC(N)=O,0,8,16,-5,-1,4[fluorescence artefact?],-0.3,0,-2
Cc1cc(/C=N/NC(=O)c2ccccc2F)c(C)n1-c1ccccc1,28,6,-76,-20,31,-11,4.0,4,17
O=C(CNC(=O)c1ccccc1F)OCC(=O)N1CCCCC1,-2,7,25,-4,-10,-7[fluorescence artefact?],0.8,3[fluorescence artefact?],-6
COc1ccc(N2C(=O)C(CC(=O)Nc3ccc(Cl)cc3)N(NC(=O)c3cccc(F)c3)C2=S)cc1 (stereo not given),27,6,16,-14,-23,-2,-0.3,1,22

Going on with the list:
Structure,Hck Nef HTS,EP2 antag,EP2 mod,Tb hexokinase,Calpain2 inh,14-3-3 Bad PPI,zVAD death inh,eIF4E 4G PPI,Rad51 HR inh
CCOC(=O)C1=C(C)OC(N)=C(C#N)C1C1CCCCC1 (stereo not given),-2,5,25,-2,18,-15[fluorescence artefact?],4.7,-4,-1
CC(=O)Nc1cc(Cl)c(N=Cc2ccc(O)cc2O)cc1Cl,18,15,-15,-25,-71,3,1.6,-2,0
C#Cc1cccc(NC(=O)c2ccc(Cl)cc2Cl)c1,15,5,-39,3,0,-1,1.0,2,-1
CC(NC(=O)Nc1cccc([N+](=O)[O-])c1)(C(F)(F)F)C(F)(F)F,0,12,-19,4,-6,7[fluorescence artefact?],1.4,-5,-2
COc1ccc(C(=O)COC(=O)CNS(=O)(=O)c2ccc(C)cc2)cc1,0,12,19,1,1,-6,0.8,4[fluorescence artefact?],-10
CN(C)c1nc(NCc2ccccc2)nc(SCC(=O)Nc2ccccc2Cl)n1,2,8,53,5,11,-11,0.8,-2,-20
CC(=O)Nc1ccc2c(c1)C(=O)N(c1ccc(C)cc1)C2=O,-17,11,5,-7,i,-4,0.7,-1[fluorescence artefact?],-3
CS(=O)(=O)CCC(C(=O)N1CCOCC1)N1C(=O)c2cc(Cl)c(Cl)cc2C1=O (stereo not given),0,14,-1,-1,0,7[fluorescence artefact?],0.0,-4[fluorescence artefact?],1
Cc1ccc(NC(=O)C(=O)NN=C2CCCC2)cc1C,18,5,-19,-3,20,-3,2.7,-3,-1
COc1ccccc1-c1nc2n(n1)C(c1ccc(Cl)cc1)C(C(N)=O)=C(C)N2 (stereo not given),1,5,10,0,-19,11[fluorescence artefact?],0.3,2[fluorescence artefact?],1
Cc1ccc(NC(=O)CSc2ncnc3ccccc23)cc1S(=O)(=O)N1CCCCC1,2,14,7,2,9,-46,2.2,-5[fluorescence artefact?],nt
N#CCC(=O)N1CCN(C=O)CC1,20,-1,14,-2,-21,-11,2.4,-2,11
CCCCC(=O)Nc1cccc(NC(=O)CC)c1,-1,10,17,7,-10,6[fluorescence artefact?],0.1,-1[fluorescence artefact?],1
O=C(NN(CC(O)COc1ccccc1)CC(O)COc1ccccc1)c1ccccc1 (stereo not given),4,10,-9,-11,-6,-6,0.8,2,nt
CCCc1cc(N2CCCC(C(=O)Nc3c(OC)cccc3OC)C2)n2ncnc2n1 (stereo not given),-19,1,7,-2,-26,9,-0.8,4,-5
COC/C=C/C1=CC2=CC(=O)C(C)(OC(=O)c3ccco3)C(=O)C2=CO1 (stereo not given),49,11,14,-23,-53,8,0.5,19,-1
COc1cccc(C(c2sc3nc(C)nn3c2O)N2CCc3ccccc3C2)c1 (stereo not given),-5,8,1,-5,6,-7,2.0,-3,0
COc1ccc(/C=C/C(=O)NNc2c(F)c(F)cc(F)c2F)cc1OC,1,18,-5,-20,-30,0,0.5,1,6
c1ccc2c(CSc3ncnc4nc[nH]c34)cccc2c1,20,7,-42,1,-8,-11,-0.4,-2,8
N/N=C1\CCCc2c1[nH]c1ccc([N+](=O)[O-])cc21,27,5,5,-24,14,6,1.8,0,18

Later entries.
Structure,Hck Nef HTS,EP2 antag,EP2 mod,Tb hexokinase,Calpain2 inh,14-3-3 Bad PPI,zVAD death inh,eIF4E 4G PPI,Rad51 HR inh
CCCCN1C(=O)C(=O)NC[C@@H]1C(C)CC (stereo not given in full),25,13,19,-5,4,0,-0.3,1,-2
O=c1n(-c2ccccc2)c(=O)n2n1CCCC2,0,29,18,-3,-41,-13[fluorescence artefact?],-0.2,-21[fluorescence artefact?],4
c1ccc(C(c2ccccc2)c2noc(CN3CCN(CC4CC4)CC3)n2)cc1,22,13,8,7,-28,-8,-2.9,-1,3
Fc1ccc2nc(C3CCCCN3Cc3nc(CC4CC4)no3)[nH]c2c1 (stereo not given),3,2,-22,10,0,1,-0.1,1,nt
COc1ccc(CCNC(=O)CSc2nnc3ccc(-c4cccnc4)nn23)cc1OC,11,5,7,8,23,1,-1.0,-2,14
CCc1ccc(NC(=O)CN2CCc3ccccc3C2)cc1,7,6,-49,-3,32,0[fluorescence artefact?],1.0,-12,9
COC(=O)c1ccc(CSc2nc3ccccc3c(=O)n2-c2ccccc2)o1,-2,18,45,-8,-8,-5[fluorescence artefact?],-0.6,-21,2
Cc1cccc(/C=N/NC(=O)c2cc(-c3cccnc3)nc3ccccc23)c1,-30,11,-40,-14,-46,23,2.4,3,-16
O=C(CN1CCCCC1)N/N=C/c1cc2ccccc2nc1Cl,11,6,-28,-11,14,-6,3.1,-4,6
CCOc1ccc(OCc2ccc(C(=O)NCC3CCCO3)o2)cc1 (stereo not given),-2,6,15,1,-17,-1,0.4,1,3
CCN(CC)C(=O)CSc1nnc(-c2cc3ccccc3cc2O)n1CC,2,8&14,-14&-16,-2,22,12[fluorescence artefact?],0.2,-5[fluorescence artefact?],-2
COc1ccccc1N(Cc1ccccc1)S(=O)(=O)c1cccc(C(=O)Nc2ccc(C(C)=O)cc2)c1,4,10,17,20,7,-11[fluorescence artefact?],0.6,2,3
CCC(=O)NC(=S)Nc1ccc(NC(=O)COc2ccc(Cl)cc2Cl)cc1,1,7,14,-18,-19,3,0.4,-4,-1
C=CCC1(C#N)C(SC)=NC2=C(C(=O)CC(C)(C)C2)C1c1ccc(Br)cc1 (stereo not given),1,37,15,13,15,-6[fluorescence artefact?],0.5,-3,5
CCCc1nc(SCC(=O)Nc2ccccc2)c2c(=O)n(C)c(=O)n(C)c2n1,0,7,3,-9,-9,-3[fluorescence artefact?],-0.3,7[fluorescence artefact?],-1
CCCCCCCCCCOC(=O)C[N+](C)(C)CC1CCCCC1O (stereo not given),18,7,5,8,-23,-3,4.8,5,-2
COc1ccc(-c2nc(N)n[nH]2)cc1OC,0,14,-17,0,17,4,0.2,-2,-1
Cc1cc(N/N=C/c2cccc(Br)c2)nc2ccccc12,1,4,6,-9,-9,-18,2.2,4,-4
COc1ccc(CC2(CO)CCN(Cc3ccc(NC(C)=O)cc3)CC2)cc1,11,1,-9,-3,-24,-11,0.1,2,nt
CC1(C(=O)O)CCC(C(=O)Nc2ccc(S(N)(=O)=O)cc2)C1(C)C (stereo not given),1,7,11,5,1,0,1.1,3,2

Further results:
Structure,Hck Nef HTS,EP2 antag,EP2 mod,Tb hexokinase,Calpain2 inh,14-3-3 Bad PPI,zVAD death inh,eIF4E 4G PPI,Rad51 HR inh
COC(=O)CSc1nc(C2CC2)cc(C(F)(F)F)c1C#N,2,8&10,41&44,8,-39,14,0.2,7,7
Cc1ccc(Cl)cc1N1CCN(CC(O)COC(C)C)CC1 (stereo not given),10,7,10,-5,-8,-3,-0.5,0,21
Cc1ccccc1C(=O)Oc1ccc(-c2csnn2)cc1,20,7,11,-1,42,6,0.1,0,-1
CCCC(C)NC(=O)COc1ccc(S(=O)(=O)c2ccc(OCC(=O)NC(C)CCC)cc2)cc1 (stereo not given),4,5,-9,15,21,-19,0.0,-3[fluorescence artefact?],7
O=C(c1ccc2c(c1)C(=O)N(CCCO)C2=O)c1ccc2c(c1)C(=O)N(CCCO)C2=O,-6,16,26,-10,3,1,3.0,1,3

Limited to Rad51 HR inh and Hck Nef HTS, for 3 of the compounds above:
molecule | Rad51 HR inh | Hck Nef HTS
COC(=O)CSc1nc(C2CC2)cc(C(F)(F)F)c1C#N | 7 | 2
Cc1ccc(Cl)cc1N1CCN(CC(O)COC(C)C)CC1 (stereo not given) | 21 | 10
Cc1ccccc1C(=O)Oc1ccc(-c2csnn2)cc1 | -1 | 20
